Scp1 inh = Scp-1 phosphatase inhibitors, primary screen, biochemical, colorimetric, uHTS; actives 0.88% (n = 340,000); inhibition, % at 20 µM; Recombinant Scp1, phosphopeptide, malachite green phosphate absorbance; Carboxy-terminal domain RNA polymerase II polypeptide A small phosphatase 1 (Homo …; AID 493091, 2011;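 active = inhibition above about 50% at 20 µM, limit read from the data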;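 also: plate controls were DMSO wells with enzyme for no effect and wells lacking enzyme for full effect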
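assay system = SCP-1 phosphatase catalytic domain, residues 76-261 | buffer or medium = 50 mM Tris acetate pH 5.5, 0.005% Tween-20, 10 mM MgCl2 | incubation = enzyme reaction 45 min at room temperature, colour 5 min, stabilisation 30 min | signal = Phosphate-binding colour reagent, absorbance read at 630 nm | measure = % inhibition at 20 µM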
CSN inh = inhibitors of CSN-mediated cullin deneddylation, primary screen, biochemical, fluorescence polarization, uHTS; COP9 signalosome complex subunit 5 (Homo sapiens), Q92905; Purified CSN, SCF-Nedd8-OG deneddylation; inhibition, % at 12.5 µM; actives 0.38% (n = 360,000); AID 651999, 2013;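 active = pattern-corrected inhibition above about 35%, with an unprinted fluorescence ratio check between 0.5 and 1.5, limit read from the data, passing the limit was not always enough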;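 also: 0% = enzyme with substrate and 100% = substrate without enzyme; some results filed as inactive read as strong as hits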
Target sequence (Q92905 whole entry, looked up, one chain of several): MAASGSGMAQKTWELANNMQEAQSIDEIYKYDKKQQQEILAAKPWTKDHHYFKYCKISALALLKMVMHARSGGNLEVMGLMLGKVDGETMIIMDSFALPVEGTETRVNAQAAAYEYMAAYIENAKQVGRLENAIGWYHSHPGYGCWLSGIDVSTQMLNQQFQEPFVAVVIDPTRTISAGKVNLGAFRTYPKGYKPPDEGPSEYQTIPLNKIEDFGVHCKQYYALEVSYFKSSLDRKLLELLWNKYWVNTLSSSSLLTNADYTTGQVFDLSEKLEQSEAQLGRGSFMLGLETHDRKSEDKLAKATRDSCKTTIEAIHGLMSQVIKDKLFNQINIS
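assay system = purified human Csn5 enzyme expressed in HEK293T cells | amount = 0.24 nM enzyme | buffer or medium = Tris/NaCl/DTT buffer, pH 7.5 | reagent = 10 nM SCFSkp2-Nedd8OG | compound = one concentration, 12.5 µM, 0.25% DMSO | times = 90 min reaction at room temperature | signal = FP | read-out basis = % inhibition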
Rpn11 inh = Rpn11 (PSMD14) deubiquitinase inhibitors, primary screen, biochemical, fluorescence polarization, uHTS; calls only at 20 µM; human 26S proteasome, Ub4-pepOG fluorescence polarization; 20S core pre-blocked with epoxomicin; AID 588493, 2011; actives 0.59% (n = 360,000); 26S proteasome non-ATPase regulatory subunit 14 (Homo sapiens), O00487;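 active = inhibition at 20 µM, scaled to each plate's controls, above about 33%, limit read from the data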
LMPTP inh = LMPTP phosphatase inhibitors, primary screen, biochemical, fluorescence intensity, uHTS; Low molecular weight phosphotyrosine protein phosphatase (Homo sapiens), P24666; recombinant LMPTP-A, OMFP fluorogenic substrate; inhibition, % at 20 µM; actives 0.22% (n = 360,000);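 active = compounds that cut the enzyme signal by at least half of the control window in the single-dose screen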;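 also: plate controls were DMSO wells with enzyme plus substrate for no effect and substrate without enzyme for full effect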
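Material: LMPTP-A; amount: 0.625 nM enzyme; doses: single 20 µM dose; times: reaction 50 min, room temperature, dark; technique: fluorescence intensity of OMFP turnover product; benchmarks: no-enzyme and uninhibited controls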
SUMO1-SIM PPI = modulators of SUMO1 protein-protein interactions, primary screen, biochemical, uHTS. Small ubiquitin-related modifier 1 (Homo sapiens), P63165. actives 0.33% (n = 360,000). inhibition, % at 20 µM. AID 602429, 2012. SUMO1 binding to a labelled peptide, TR-FRET, 1 h; in the data active = inhibition above about 37%
Target sequence (P63165 whole entry, looked up): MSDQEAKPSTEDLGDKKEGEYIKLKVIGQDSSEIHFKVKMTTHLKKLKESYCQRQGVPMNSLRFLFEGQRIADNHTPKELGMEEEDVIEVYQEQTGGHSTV
MsrA inh = bovine MsrA enzyme inhibitors, primary screen, biochemical, absorbance, HTS | inhibition, % at 15.5 µM | actives 0.75% (n = 360,000) | purified bovine MsrA, absorbance read-out | AID 651718, 2012 | Methionine sulfoxide reductase A (Bos taurus); in the data active = inhibition above about 4.5%;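 also: 0% = vehicle wells with enzyme and 100% = reference inhibitor wells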
STEP block = STEP phosphatase inhibitors, primary screen, biochemical, fluorescence intensity, uHTS. Tyrosine-protein phosphatase non-receptor type 5 (Homo sapiens), P54829. AID 588621, 2011. recombinant STEP, OMFP fluorogenic substrate. inhibition, % at 20 µM. actives 0.25% (n = 360,000);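 active = inhibition at 20 µM, scaled per plate between control wells, above about 37%, limit read from the data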;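 also: 0% = DMSO with enzyme and substrate and 100% = substrate only without enzyme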
Target sequence (P54829 whole entry, looked up): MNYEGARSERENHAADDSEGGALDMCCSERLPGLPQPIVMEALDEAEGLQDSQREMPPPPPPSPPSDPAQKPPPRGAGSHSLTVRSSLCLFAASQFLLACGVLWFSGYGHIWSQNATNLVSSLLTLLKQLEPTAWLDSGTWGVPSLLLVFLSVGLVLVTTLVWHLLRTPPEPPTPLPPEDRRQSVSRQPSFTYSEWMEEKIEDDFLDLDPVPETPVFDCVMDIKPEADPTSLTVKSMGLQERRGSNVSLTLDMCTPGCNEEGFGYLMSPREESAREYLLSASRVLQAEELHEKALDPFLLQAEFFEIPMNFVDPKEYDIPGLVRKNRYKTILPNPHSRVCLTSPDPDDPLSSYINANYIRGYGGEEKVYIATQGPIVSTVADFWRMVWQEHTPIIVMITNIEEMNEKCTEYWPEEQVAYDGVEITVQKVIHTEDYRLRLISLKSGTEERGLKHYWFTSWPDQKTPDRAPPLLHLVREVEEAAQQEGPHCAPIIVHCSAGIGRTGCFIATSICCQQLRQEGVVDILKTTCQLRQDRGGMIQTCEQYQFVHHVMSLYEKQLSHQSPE
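Measure: Control-normalized % inhibition with plate pattern correction | Test system: STEP phosphatase, cell-free reaction | Medium: pH 6.0 Bis-Tris with DTT and Tween 20 | Technique: Fluorescence, 480/540 nm | Times: Reaction 20 min, ambient temperature | Doses: Single compound dose of 20 µM, 1% DMSO final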
TbMetRS inhib = T. brucei MetRS inhibitors, primary screen, biochemical, luminescence | purified T. brucei MetRS, ATP depletion, Kinase-Glo luminescence | inhibition, % at 11.9 µM | actives 0.4% (n = 360,000) | methionyl-tRNA synthetase (Trypanosoma brucei brucei) | AID 624268, 2012;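 active = inhibition above a per-plate cutoff of the control wells' mean inhibition plus 3 SD, cut at about 5.5% in these data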;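 also: 0% = DMSO wells median and 100% = median of wells with control inhibitor compound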
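Material: parasite MetRS enzyme / Replication: singlicate, one well per compound / Signal: luminescence of leftover ATP / Schedule: 2 h aminoacylation at 25 °C after 15 min preincubation / Medium: HEPES-MgCl2-KCl buffer plus DTT, spermine, BSA, pyrophosphatase / Doses: 11.9 µM single point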
NadD inh = inhibitors of S. aureus NadD, primary screen, biochemical, colorimetric, uHTS | Nicotinate-nucleotide adenylyltransferase NadD (Staphylococcus aureus N315) | purified NadD enzyme, colorimetric absorbance read-out | inhibition, % at 20 µM | actives 0.78% (n = 360,000); in the data active = inhibition above about 26%; also: some compounds past the cut are filed as inactive
DNMT1 block = human DNMT1 methyltransferase inhibitors, primary screen, biochemical, molecular beacon, fluorescence, HinP1I cleavage, uHTS; DNA (cytosine-5)-methyltransferase 1 (Homo sapiens), P26358; inhibition (reported as % activation of signal), % at 10 µM; actives 0.83% (n = 360,000); in the data active = inhibition above about 50%
Active calls of the source: *; i = inactive; · = no result given.

SMILES | Scp1 inh | CSN inh | Rpn11 inh | LMPTP inh | SUMO1-SIM PPI | MsrA inh | STEP block | TbMetRS inhib | NadD inh | DNMT1 block
COc1ccc(S(=O)(=O)NCc2ccccc2)cc1Br | · | 0 | i | -1.6 | 3 | -0.1 | 0 | -1.2 | -8 | -1
Cc1[nH]c2ccccc2c1C(O)CN1CCC2(CC1)OCCO2 (centres undefined) | 15 | 1 | i | 0.4 | 5 | -0.7 | -2 | -0.7 | 8 | -1
Cc1nnc(N/N=C/c2ccccc2F)n1N | -10 | 0 | i | -1.9 | -4 | 1.4 | -3 | 0.3 | -6 | -1
Cc1ccc(NC(=O)c2ccncc2)cc1[N+](=O)[O-] | -8 | -8 | i | 0.2 | -20 | 0.2 | -4 | 0.9 | -3 | 1
O=C1C(=Cc2cccs2)C(=O)c2ccccc21 | -2 | -9 | i | -0.7 | -9 | -1.1 | -2 | -1.5 | 0 | 4
O=c1oc(Nc2cccc(Cl)c2)nc2ccccc12 | -15 | -3 | i | -1.6 | 2 | 0.9 | -2 | 0.1 | -11 | 0
CCOc1ccc(N=C2NC(=O)C(CC(=O)Nc3ccccc3)S2)cc1 (centres undefined) | -3 | 1 | i | 0.9 | 9 | -0.6 | 1 | -0.9 | 2 | -1
CCCc1c(C)nc(N2CCN(c3ccccc3F)CC2)[nH]c1=O | -4 | -5 | i | -1.2 | 4 | -0.6 | -3 | -0.3 | -6 | 2
COc1ccc(-n2cc(CN(C)C(C)c3ccncn3)c(-c3cccc(F)c3)n2)cc1 (centres undefined) | -2 | 3 | i | 0.8 | -1 | 0.2 | 0 | -0.8 | 1 | 8
O=C(Nc1ccccc1)c1ccccc1NC(=O)C1CCCCC1 | -8 | -6 | i | 1.4 | 2 | 0.6 | -1 | 0.1 | 0 | -7
CCOc1ccc(C(C)NC(=S)NCc2ccc(F)cc2)cc1 (centres undefined) | -2 | 3 | i | 1.4 | 2 | -0.7 | -1 | -0.1 | -1 | 1
CCOC(=O)N1CCN(C(=O)/C(=C/c2cccc3ccccc23)NC(=O)c2ccc(OC)c(OC)c2)CC1 | -5 | 1 | i | -0.8 | -5 | 0.5 | 4 | 0.5 | -7 | -7

Filtered by structure, those above with four or more nitrogen atoms (three)
SMILES | Scp1 inh | CSN inh | Rpn11 inh | LMPTP inh | SUMO1-SIM PPI | MsrA inh | STEP block | TbMetRS inhib | NadD inh | DNMT1 block
Cc1nnc(N/N=C/c2ccccc2F)n1N | -10 | 0 | i | -1.9 | -4 | 1.4 | -3 | 0.3 | -6 | -1
CCCc1c(C)nc(N2CCN(c3ccccc3F)CC2)[nH]c1=O | -4 | -5 | i | -1.2 | 4 | -0.6 | -3 | -0.3 | -6 | 2
COc1ccc(-n2cc(CN(C)C(C)c3ccncn3)c(-c3cccc(F)c3)n2)cc1 (centres undefined) | -2 | 3 | i | 0.8 | -1 | 0.2 | 0 | -0.8 | 1 | 8

Next part:
SMILES | Scp1 inh | CSN inh | Rpn11 inh | LMPTP inh | SUMO1-SIM PPI | MsrA inh | STEP block | TbMetRS inhib | NadD inh | DNMT1 block
Cc1cccc(C(=O)N(Cc2cccs2)C2CCS(=O)(=O)C2)c1 (centres undefined) | -11 | 6 | i | 0.3 | 4 | -0.2 | -1 | -0.3 | 2 | 0
O=c1c2ccccc2c(C=Nc2ccc(O)cc2)c(O)n1Cc1ccccc1 | -9 | 11 | i | 4.5 | -6 | -0.4 | -1 | -0.2 | 0 | 4
CCOc1ccc(NC(=O)CNC(=O)c2cn(-c3ccccc3OC)c(=O)c3ccccc23)cc1 | -10 | 4 | i | -0.9 | -2 | 1.9 | 2 | -0.5 | 0 | -9
CC1(C)CC(O)C(CCC(O)c2ccccc2)C(C)(C)N1 (centres undefined) | 8 | 1 | i | -0.5 | -1 | 0.8 | 2 | -0.2 | 5 | 3
COc1ccc(S(N)(=O)=O)cc1C(=O)OCC(=O)Nc1ncc(Cl)c(C)c1Cl | 2 | -2 | i | -0.9 | 6 | -1.0 | 1 | 0.6 | 6 | 3
O=C(c1ccc(Cl)cc1)C1CCCN(Cc2cccn2-c2cccnc2)C1 (centres undefined) | -3 | -16 | i | -0.2 | 0 | -2.0 | 0 | -0.3 | 0 | -1
CCOC(CNC(=O)c1ccc2c(c1)ncn2-c1ccccc1OC)OCC | -6 | 1 | i | 0.4 | 1 | 0.7 | -1 | 0.2 | -1 | -1
COc1cc(C(=O)Nc2ccc3c(c2)OCO3)c([N+](=O)[O-])cc1OC | 3 | -2 | i | -1.1 | -32 | 3.1 | 1 | -0.5 | -5 | 1
COc1ccccc1NC(=O)NNC(=O)c1ccc2ccccc2c1 | -8 | -2 | i | 0.9 | -3 | 0.8 | -1 | 0.0 | -4 | 1
CCCCN(C(=O)COC(=O)c1ccc(C)s1)c1c(N)n(CCC)c(=O)[nH]c1=O | -5 | 5 | i | -2.6 | -3 | 0.3 | -2 | 0.3 | -3 | 0
CCCS(=O)(=O)NC(=O)C1(C)CCN(C(=O)c2cccc(C)c2C)C1 (centres undefined) | · | -3 | i | 1.5 | 0 | 0.4 | -1 | -0.1 | 4 | 1
OCCCn1c(C2CCCN2c2nc(-c3ccc(Cl)cc3)cs2)nc2cc(Cl)c(N3CCCCC3)cc21 (centres undefined) | -3 | 2 | i | 7.6 | 5 | 0.9 | 5 | -0.2 | 33* | 49
CC(C)[C@@H](N)C(=O)NC[C@H]1O[C@@H](n2cnc3c(N)ncnc32)[C@H](O)[C@@H]1O | 7 | 5 | i | -2.2 | 1 | 0.7 | -2 | -0.1 | -3 | 0
CCCCc1ccc(NC(=O)c2ccc(NS(C)(=O)=O)cc2)cc1 | -13 | -1 | i | -0.3 | 2 | -0.8 | 1 | -0.4 | 1 | 3
COc1ccc(/C=C/C(=O)c2ccc(Cl)s2)cc1O | -11 | 11 | i | 3.6 | -14 | 1.6 | 4 | 0.3 | -5 | -1
CC1CCN(C(=O)c2cccc(S(=O)(=O)N3CCCCC3)c2)CC1 | -4 | 6 | i | -0.9 | -2 | -1.0 | 2 | -0.2 | 0 | 8
Clc1ccc(-c2ccnc(-n3cccc3)n2)s1 | -10 | -5 | i | 1.6 | -16 | 0.0 | -2 | 0.4 | 4 | 3
Cc1nn(C)c(C)c1N1C(=O)c2cccc3c(Br)ccc(c23)C1=O | 1 | 3 | i | -0.8 | -28 | 2.2 | 1 | -0.3 | 0 | 4
CN(C)S(=O)(=O)c1cccc(NC(=O)COC(=O)CCOc2ccccc2)c1 | -10 | -2 | i | -0.7 | 3 | -1.0 | -4 | -0.5 | -9 | -1
CCCNC(=O)CSc1nc2ccccc2c(=O)n1CCC | 7 | 8 | i | -0.5 | 2 | 0.6 | -17 | -0.8 | -1 | 0
O=C(C1CC1)N1CCc2cc(Br)cc(S(=O)(=O)NCCN3CCOCC3)c21 | 5 | -4 | i | -0.6 | -1 | -0.8 | 1 | 0.4 | -2 | -2
CCOc1ccccc1NC(=O)CCS(=O)(=O)c1ccc2c(c1)CCN2C(C)=O | -1 | 1 | i | -0.4 | 2 | -0.5 | -3 | -0.2 | 5 | 6
Clc1ccc(-c2nc(C3CCCCC3)no2)cc1 | -11 | -3 | i | 0.5 | 4 | 1.6 | 0 | 0.4 | -4 | 1
O=C(Nc1ccc(NC(=O)C2CC2)cc1)c1ccco1 | 2 | 5 | i | 0.8 | 4 | 1.1 | -1 | -1.0 | 1 | 2
CC(=O)/C=C1/SC(CC(=O)O)C(=O)N1c1ccccc1 (centres undefined) | 1 | -2 | i | 0.2 | 1 | -0.5 | 1 | -0.6 | 0 | -1
CCCOc1ccc(C(NC(=O)CC(C)C)NC(=O)CC(C)C)cc1OC | 3 | -3 | i | 0.1 | -10 | -1.3 | -1 | -0.5 | -1 | 2
CCCSC1=C(C#N)C(c2cccs2)CC(=O)N1 (centres undefined) | 11 | 0 | i | -1.0 | -1 | -0.7 | -2 | 0.2 | -2 | -1
Cc1ccc(SC(C)C(=O)NC2CC2)cc1 (centres undefined) | 1 | 4 | i | -1.5 | 0 | -0.1 | -2 | -0.2 | -2 | 1
CSCC[C@H](NC(=O)c1ccc(OCC2CCCO2)cc1)c1nc2ccccc2[nH]1 (some centres undefined) | -7 | -3 | i | -1.1 | -1 | -1.5 | 0 | -0.1 | 0 | 3
CC(C)C(c1nnnn1CCc1ccccc1)N1CCN(C(=O)c2ccco2)CC1 (centres undefined) | 0 | 1 | i | 0.2 | 0 | 0.2 | 1 | 0.2 | 7 | -1
CN(Cc1ccccc1)C(=O)c1[nH]cnc1C(=O)N[C@@H](Cc1ccccc1)C(=O)OC(C)(C)C | -6 | -8 | i | 1.1 | 2 | -0.7 | -1 | -0.3 | -5 | 3
O=C(COC(=O)Cc1ccsc1)Nc1ccc(Br)cc1F | -13 | 0 | i | -0.6 | 3 | -0.9 | 1 | 0.5 | -7 | 0
Cc1ccc(-c2csc(N=C(N)N)n2)c(C)c1 | 3 | -2 | i | 0.5 | 2 | -0.7 | 5 | 0.3 | -8 | -1
O=C(O)c1ccc(N/N=C/c2ccc(-c3ccc(Br)cc3)o2)cc1 | -4 | 3 | i | 2.0 | -1 | 3.0 | 4 | 1.5 | 10 | 0
O=c1cc(-c2cccc(Br)c2)nc(-c2ccccc2F)o1 | -5 | -8 | i | -2.5 | -2 | 0.5 | -3 | -1.0 | 3 | 8
Cc1c(C(=O)N2CCCCC2C)sc2ncnc(N3CCc4ccccc4C3)c12 (centres undefined) | 4 | -3 | i | 0.3 | -10 | 3.2 | 4 | -0.9 | 1 | 0

High-throughput results as filed in PubChem BioAssay.
